Luc counter – counter-screen: inhibitors of Kinase-Glo firefly luciferase | Kinase-Glo luciferase, ATP luminescence, 8 min | Potency, µM (series often up to 38.3 µM), inactives show top-dose activity change, negative = inhibition, actives largely listed as inhibitors | 200,000 compounds, 0.28% hits | Q27757; note: potency is the fitted concentration of half-maximal effect; % is set by controls: 0 for no effect and ±100 for the full control effect; nearly all actives have a fitted effect of over 60% in size
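Kinase-Glo luciferase light output from ATP and luciferin was measured with 10 uM ATP, within the enzyme's linear range. Buffer: 50 mM imidazole pH 7.2, 50 mM KCl, 7 mM MgCl2, 0.01% Tween 20, 0.05% BSA; luminescence read after 8 min at ambient temperature.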
LMNA splice mod – modulators of lamin A splicing; 200,000 compounds, 0.01% hits; Potency, µM (top dose mostly 46.1 µM), for the others: at the highest dose ratio change, negative = inhibition, most hits filed as inhibitors; HeLa LMNA splicing GFP/RFP minigene ratio, 48 h; active = well fitted inhibition curve with a large enough effect in the signal ratio, with a control signal flat, not every such curve was filed as active; inconclusive = small, poorly fitted or top-dose-only effect, or effect the other way, or a change in a side signal; the % refers to the signal ratio; note: potency is the fitted concentration of half-maximal effect; % is set by controls: 0 for no effect and ±100 for the full control effect
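Read-out is the ratio of GFP to DsRed2 object intensity, acquired by 488 nm laser-scanning cytometry on HeLa lamin A-EGFP minigene reporter cells. Compound incubation 48 hrs at 37 °C in Opti-MEM with 2% FBS; DMSO 0.5% final.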
HTT aggregate – reduces HttQ103-GFP aggregates in PC12 cells | 220,000 compounds, 1.1% hits | PC12 HttQ103-GFP aggregates, Acumen cytometry, 40 h | Potency, µM (doses to about 46.1 µM), for the others: at the highest dose activity change, negative = inhibition, usual class: inhibitors; note: potency is the fitted concentration of half-maximal effect; % is set by controls: 0 for no effect and ±100 for the full control effect; nearly all actives have a fitted effect of over 60% in size
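Read-out: GFP aggregate count by laser scanning cytometer (488 nm excitation, 500-530 nm emission, 1–25 µm objects >6 SD above background). Cells: PC12, inducible HTTex1-Q103-GFP, 100 nM tebufenozide; compounds titrated.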
NPSR antagonist – antagonists of human neuropeptide S receptor cAMP signaling. CHO-NPSR cells, cAMP TR-FRET, antagonist mode. Potency, µM (highest dose often 38.3 µM), without a hit: top-dose activity change, negative = inhibition, most hits filed as inhibitors. 220,000 compounds, 1% hits; note: potency is the fitted concentration of half-maximal effect; % is set by controls: 0 for no effect and ±100 for the full control effect; nearly all actives have a fitted effect of over 50% in size; many of its hits are not listed in these tables
Target sequence (Q6W5P4 whole entry, looked up): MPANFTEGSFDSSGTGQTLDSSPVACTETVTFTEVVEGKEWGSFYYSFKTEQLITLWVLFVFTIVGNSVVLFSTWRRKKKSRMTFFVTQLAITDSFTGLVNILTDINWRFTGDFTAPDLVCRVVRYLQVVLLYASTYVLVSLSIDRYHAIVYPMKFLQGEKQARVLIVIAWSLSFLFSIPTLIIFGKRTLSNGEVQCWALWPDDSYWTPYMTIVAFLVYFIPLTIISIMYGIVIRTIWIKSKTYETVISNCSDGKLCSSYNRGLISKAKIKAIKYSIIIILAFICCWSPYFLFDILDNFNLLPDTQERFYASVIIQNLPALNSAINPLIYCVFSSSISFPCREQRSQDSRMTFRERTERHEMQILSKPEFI
IMPase Li cell – membrane-permeable IMPase blocker, potentiated with lithium; CHO-M1 cells, IP1 TR-FRET (IP-One), carbachol + lithium; Potency, µM (series often up to 59.4 µM), inactives show at the highest dose activity, negative = IMPase inhibition, actives largely listed as inhibitors; 210,000 compounds, 0.35% hits;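 note: IP1 builds up when IMPase is blocked and the TR-FRET signal falls; potency is the fitted concentration of half-maximal effect; plate controls were basal vehicle for no effect and high inhibitor control for full effect; nearly all actives have a fitted effect of over 50% in size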
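Readout is a homogeneous TR-FRET IP1 immunoassay (Ex 320, Em 665 and 620), where raised cytosolic IP1 lowers signal. Cells were CHO-M1 treated 30 min at 37C with test compounds plus a little lithium; AC50 values came from Hill-equation fitting.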
CBFb RUNX1 block – blocks binding between human CBF-beta and RUNX1; Q01196+Q13951; AlphaScreen CBFb-His/RUNX1-biotin binding, biochemical; Potency, µM (titrated, usually from 59.8 µM), for inactives: at the highest dose activity, negative = inhibition, usual class: inhibitors; 230,000 tested, under 10 active; AID 1477; note: % of control where 0% means no effect
Target sequence (Q01196 whole entry, looked up): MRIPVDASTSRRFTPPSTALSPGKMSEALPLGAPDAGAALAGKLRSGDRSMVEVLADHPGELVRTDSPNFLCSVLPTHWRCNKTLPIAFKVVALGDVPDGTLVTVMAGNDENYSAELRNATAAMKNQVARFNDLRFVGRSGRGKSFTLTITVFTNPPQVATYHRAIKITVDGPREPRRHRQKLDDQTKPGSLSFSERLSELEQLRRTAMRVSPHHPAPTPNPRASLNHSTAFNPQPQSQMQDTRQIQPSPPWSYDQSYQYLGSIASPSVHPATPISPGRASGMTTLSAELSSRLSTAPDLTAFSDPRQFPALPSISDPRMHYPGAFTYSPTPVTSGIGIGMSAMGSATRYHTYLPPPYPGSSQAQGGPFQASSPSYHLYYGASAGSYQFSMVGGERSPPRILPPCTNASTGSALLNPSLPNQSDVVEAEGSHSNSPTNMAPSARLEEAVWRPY
Target sequence (Q13951 whole entry, looked up): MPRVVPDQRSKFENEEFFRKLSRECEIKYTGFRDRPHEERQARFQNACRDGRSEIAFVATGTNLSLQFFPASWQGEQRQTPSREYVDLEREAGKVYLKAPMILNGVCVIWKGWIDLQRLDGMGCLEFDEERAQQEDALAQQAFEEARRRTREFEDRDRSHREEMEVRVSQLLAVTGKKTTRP
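Read-out: AlphaScreen. Format: His-CBF-beta with biotinylated RUNX1 (30 nM each) preincubated 20 min, compound 15 min, Ni-chelate plus streptavidin beads 90 min; room temperature throughout.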
Epigenetic reg – regulators of epigenetic silencing causing reporter derepression in mouse cells; 280,000 compounds, 0.2% hits; murine LDR cells, GFP reporter derepression, 30 h; Potency, µM (highest dose often 53.9 µM), without a hit: top-dose GFP activation, most hits filed as activators; note: potency is the fitted concentration of half-maximal effect; % of control where 0% means no effect; nearly all actives have a fitted effect of over 60% in size
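Murine LDR cells carrying a silenced, genomically integrated CMV-driven GFP reporter were exposed to compound for 30 hours at 37 C. After PBS washes, GFP-positive cells (20–120 um objects) were counted by laser-scanning microplate cytometry.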
Starred values were filed as active, the others as inactive; u = inconclusive; x = no result given; & = joins results of further samples; [ ] = remark or other dose. Unless noted, calls come from the whole dose curve; as a rule, active = well fitted curve in the direction sought with a large enough effect; inconclusive = small, poorly fitted or top-dose-only effect, or another doubt; inactive = no such curve, though single readings can be large; an effect the other way counts as inactive or inconclusive. This is a subset, so the mix of outcomes need not match the whole.

SMILES	Luc counter	LMNA splice mod	HTT aggregate	NPSR antagonist	IMPase Li cell	CBFb RUNX1 block	Epigenetic reg
CCN(CC)CCn1c(-c2ccc(C)cc2)nc(=S)c2c1CC(C)(C)OC2	x	x	-14%[9.22 µM]	-4%	x	2%	-0.2%
On1c(-c2ccc(Cl)cc2)nc2ccccc21	u	u	-28%	5%	2%	9%	1.1%
COc1ccc(C(C#N)N2CCC(c3ccccc3)=N2)cc1OC (stereo not drawn)	1%	u	40%[9.22 µM]	0%	3%	4%	-4.2%
O=C(NNC(=S)NCc1ccco1)c1cccs1	x	0%	u	9%[46.1 µM]	x	-4%	-0.9%
Cc1ccc(NS(=O)(=O)c2cc(NC(=O)c3cc(=O)[nH]c(=O)[nH]3)ccc2Cl)c(C)c1	x	x	6%[9.22 µM]	-21%	x	3%	-1.1%
CC(=NCc1cccc(Cl)c1)c1nc(-c2ccco2)oc1O	-2%	u	u	-4%	10%	1%	1.6%
Cc1ccc(S(=O)(=O)Nc2cnc3ccccc3c2)cc1	-5%	x	15%[9.22 µM]	-8%	19%	12%	0.0%
CC1CCN(CCCNC(=O)c2coc3nc4ccccc4nc23)CC1	-3%	-9%	4%	8%[46.1 µM]	20%[38.3 µM]	8%	0.0%
COc1cccc(-n2c(Cc3cc(=O)[nH]c(=O)[nH]3)nnc2SCC(=O)N2CCC(C)CC2)c1	2%	-6%	u	-1%[46.1 µM]	-10%[38.3 µM]	14%	0.0%
C=CCN1C(C(=O)c2ccccc2)=C(OC(=O)COc2ccccc2)c2ccccc2S1(=O)=O	1%	u	13µM*	2%	2%	1%	-3.2%
COc1cc(C2C(C#N)=C(N)Oc3n[nH]c(C)c32)cc2c1OCO2 (stereo not drawn)	-7%	4%	-3%	-3%[46.1 µM]	-14%[38.3 µM]	4%	-1.7%
Clc1cccc(N2CCN(Cc3nc(-c4ccccc4)no3)CC2)c1	2%	u	-29%	-20%[46.1 µM]	43%[activator][38.3 µM]	25%	-0.8%
Cc1ccc(C)n1-c1cccc(C(=O)O)c1	-4%	24%	-2%	-4%[46.1 µM]	-2%[38.3 µM]	u	0.0%
Cc1cc(C)cc(N(C(=O)Cc2cccs2)C(C(=O)NC2CCCC2)c2ccc(C)o2)c1 (stereo not drawn)	1%	-6%	3%	-5%[46.1 µM]	28%[38.3 µM]	12%	2.6%
COc1ccc(CCNC(=O)CCC(=O)N2CCN(S(=O)(=O)c3ccccc3)CC2)cc1OC	0%	8%	9%	0%[46.1 µM]	26%[38.3 µM]	3%	-1.0%
O=C1C2C3C=CC(CNS(=O)(=O)c4ccccc4[N+](=O)[O-])(O3)C2C(=O)N1c1ccccc1 (stereo not drawn)	2%	u	u	7%	4%	-5%	-0.4%
CC(C)OC(=O)CSc1nnc(SCc2cccc3ccccc23)s1	0%	8%	-1%[9.22 µM]	-18%[46.1 µM]	-1%[38.3 µM]	u	-1.5%
CCOC(=O)c1c(C)[nH]c(C(=O)O)c1C	6%	13%	13%	-19%[46.1 µM]	-16%[38.3 µM]	-1%	-6.0%
COCCNc1nc(N)c([N+](=O)[O-])c(NCCO)n1	-5%	9%	-21%	17%	4%	-2%	-3.0%
COCCn1c(SCC(=O)N2CCCc3ccccc32)nc2ccccc2c1=O	-2%	u	2%	u	3%[38.3 µM]	3%	1.0%
O=S(=O)(Nn1cnnc1)c1ccccc1Cl	2%	-8%	-20%	-6%[46.1 µM]	2%	8%	-4.6%
C#CCOCCOCCOCCNc1nc(N2CCOCC2)nc(N2CCN(C(=O)[C@H](Cc3cc4ccccc4[nH]3)n3cc([C@@H](N)C(C)CC)nn3)CC2)n1 (stereo partly drawn)	x	x	12%[9.22 µM]	-14%	-1%	-17%	-4.7%
COc1ccc(C2CC(=O)c3cnn(-c4nc(C)cc(C)n4)c3C2)cc1OC (stereo not drawn)	x	x	5%[9.22 µM]	18%	x	0%	1.3%
O=C(CCN1CCCCC1)Nc1ccc(Br)cc1	1%	-2%	-1%	16%[46.1 µM]	6%	-9%	0.1%
Cc1ccsc1-c1nc(CN(C)C(C2CC2)C2CC2)c(C)o1	-1%	-8%[46 µM]	-3%[9.22 µM]	11%	14%	2%	4.6%
SMILES	Luc counter	LMNA splice mod	HTT aggregate	NPSR antagonist	IMPase Li cell	CBFb RUNX1 block	Epigenetic reg
Cc1n[nH]c(=S)n(/N=C/c2cccs2)c1=O	x	x	8%[9.22 µM]	-19%	x	-11%	1.6%
CCOc1ccccc1NC(=O)Nc1cc(OC)ccc1OC	-3%	2%	16%	3%[46.1 µM]	4%[38.3 µM]	-3%	0.0%
O=C(CSc1nc2ccccc2o1)N1CCN(C(=O)c2ccco2)CC1	3%	-10%	1%	10%[46.1 µM]	4%	0%	1.2%
CC(=O)NC1=NN(C(C)=O)C(c2cccs2)S1 (stereo not drawn)	3%	3%	2%	6%[46.1 µM]	7%	-1%	-0.8%
Cc1ccc(C(=O)c2ccccc2C(=O)O)cc1C	2%	x	18%	3%	1%	1%	-1.9%
CC(=O)NC(c1ccc(Cl)cc1)c1c(O)ccc2ccc(O)cc12 (stereo not drawn)	2%	-8%[46 µM]	1%[9.22 µM]	-48%	0%	-2%	-1.1%[10.1 µM]
CCCS(=O)(=O)c1c(S(=O)(=O)CCC)c2cnccn2c1C(=O)c1ccc(CC)cc1	8%	-12%	-6%	-15%[46.1 µM]	25%	3%	0.0%
CC1CCCC(C)N1NC(=O)c1ccc(Cl)c(S(N)(=O)=O)c1 (stereo not drawn)	-5%&18%	u	u	12%[46.1 µM]	16%	-1%&7%	-0.5%&-3.0%
Cc1ccc(-c2c[n+](=O)c3c(n2[O-])CCC3)cc1	x	x	-13%[9.22 µM]	-13%	x	-1%	-0.3%
CC1/C(=N/O)CC(c2ccco2)NC1c1ccco1 (stereo not drawn)	-3%	-3%	3%	17%	1%	-1%	-3.0%
Cc1cccc2cc(COC(=O)COc3ccccc3)c(=O)[nH]c12	4%	2%	10%	6%[46.1 µM]	u	-9%	-6.5%
OCC(O)/C=N/Nc1nc(N2CCCCC2)nc(N2CCCCC2)n1 (stereo not drawn)	-5%	x	-4%	0%	7%	0%	-1.8%
COC(=O)c1ccc(-c2ccc(/C=N/NC(=O)CC3(C)OCCCO3)o2)cc1	1%	x	-8%[9.22 µM]	30%	-2%	0%	-1.1%
CC(=O)Nc1ccc(-n2c(C)nc(=O)c(-c3ccccc3)c2C)cc1	-5%	6%	-1%	-9%[46.1 µM]	16%[38.3 µM]	5%	1.0%
Cc1sc(NC(=O)C2CCCCC2C(=O)O)c(C(N)=O)c1-c1ccc(C(C)C)cc1 (stereo not drawn)	1%	-5%	-1%	u	-6%[38.3 µM]	-6%	0.0%
Cc1ccc(NC(=O)C(CC(C)C)NC(N)=O)cc1 (stereo not drawn)	0%	10%	18%	15%	-7%	5%	0.0%
C=CCOC(=O)C1=C(C)Nc2nnnn2C1c1cccc(OC)c1OC (stereo not drawn)	1%	-6%	0%	-19%[46.1 µM]	-1%[38.3 µM]	1%	0.0%
CCCCN(c1ccccc1)c1ncnc(N)c1[N+](=O)[O-]	-3%	u	7.1µM*	-6%[46.1 µM]	12%[38.3 µM]	1%	-0.9%
COc1cc([N+](=O)[O-])ccc1-c1ccc(/C=N/NC(=O)c2ccccc2O)o1	x	x	-2%[9.22 µM]	21%	x	1%	0.2%
CCOc1ccc(CCNC(=O)CCCN2C(=O)c3ccccc3C2=O)cc1OCC	2%	0%	14%	1%[46.1 µM]	2%[38.3 µM]	0%	0.0%
CCC1=NN(C(=O)C(=O)Nc2ccc(Br)cc2)C(O)(C(F)(F)F)C1 (stereo not drawn)	-6%	x	u	24%	-5%	-8%	0.2%
O=C1COc2ccc(-c3csc(=Nc4ccc(OC(F)F)cc4)n3CC3CCCO3)cc2N1 (stereo not drawn)	-7%	-1%[0.0737 µM]	u	u	19%[38.3 µM]	-9%	-0.9%
COc1ccc(C(=O)CSc2n[nH]c(=O)[nH]c2=O)cc1	2%	u	-20%	1%	15%	-6%	-1.0%
COc1ccc(C(=O)N2CCOC2CNC(=O)C(=O)NCc2ccco2)cc1 (stereo not drawn)	3%	-2%[46 µM]	17%[9.22 µM]	4%	-4%	1%	-1.6%
CCc1cccc2nc3c(c([Si](CC)(CC)CC)c12)Cn1c-3cccc1=O	-2%	x	x	x	8%	u	7.7%

A draw from above in order of heavy-atom count, highest first:
SMILES	Luc counter	LMNA splice mod	HTT aggregate	NPSR antagonist	IMPase Li cell	CBFb RUNX1 block	Epigenetic reg
O=C1COc2ccc(-c3csc(=Nc4ccc(OC(F)F)cc4)n3CC3CCCO3)cc2N1 (stereo not drawn)	-7%	-1%[0.0737 µM]	u	u	19%[38.3 µM]	-9%	-0.9%
CCOc1ccc(CCNC(=O)CCCN2C(=O)c3ccccc3C2=O)cc1OCC	2%	0%	14%	1%[46.1 µM]	2%[38.3 µM]	0%	0.0%
Cc1sc(NC(=O)C2CCCCC2C(=O)O)c(C(N)=O)c1-c1ccc(C(C)C)cc1 (stereo not drawn)	1%	-5%	-1%	u	-6%[38.3 µM]	-6%	0.0%
O=C(CSc1nc2ccccc2o1)N1CCN(C(=O)c2ccco2)CC1	3%	-10%	1%	10%[46.1 µM]	4%	0%	1.2%

(continued)
SMILES	Luc counter	LMNA splice mod	HTT aggregate	NPSR antagonist	IMPase Li cell	CBFb RUNX1 block	Epigenetic reg
COc1ccccc1C(=O)NCC1(c2ccccc2)CCCC1	-1%	10%[46 µM]	x	-57%	13%	10%	0.0%
NC(=O)N(CCC(=O)O)c1ccccc1	1%	-15%	-13%	14%	-1%	x	-2.2%
O=C(Nc1nc2ccc(Oc3ccccc3)cc2s1)c1cc([N+](=O)[O-])ccc1N1CCOCC1	0%	-9%	u	5%	4%	-25%	0.0%
Cn1nccc1C(=O)Nc1ccc2c(c1)OCCO2	13µM*	15%[46 µM]	8%[9.22 µM]	-14%	0%	2%	-1.8%
N#Cc1c(-c2ccccc2)c(-c2ccccc2)nn(CC(=O)NNC(=O)Nc2ccc(Cl)cc2)c1=O	x	x	-10%[9.22 µM]	50%	x	-25%	5.0%
Cc1ccccc1C(=O)Oc1ccc(Br)cc1C(=S)N1CCCC1	-2%	5%	0%	u	11%[38.3 µM]	0%	2.8%
C=CCSc1nc(N)c(C#N)c(-c2ccccc2)c1C#N	-2%	u	10%	-8%[46.1 µM]	3%[38.3 µM]	12%	-4.3%
Cc1ccc(-n2c3nc(=O)[nH]c(=O)c-3cc3c(C)nn(-c4ccccc4)c32)c(C)c1	4%	8%	20%	-19%	-15%	-3%	-0.9%&-1.9%
